Screening results deposited in PubChem BioAssay by several laboratories.
KLF5 inh: suppresses KLF5 promoter-driven expression | AID 1700 | DLD-1 KLF5 promoter-luciferase reporter, luminescence | inhibition, % at 5 µM | 290,000 tested, 0.23% active;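 active = inhibition above a per-plate limit of that plate's mean compound inhibition plus 3 SD, cut at about 60% in these data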;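 note: 0% = DMSO wells and 100% = LY294002 at 200 µM; higher means less KLF5 promoter-driven luciferase light; inactives centre near -14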
SKKanGAS inh: SKKanGAS growth inhibition; S. pyogenes SKKanGAS, kanamycin growth, BacTiter-Glo, 6 h; inhibition, % at 7.5 µM; 300,000 tested, 1.3% active; AID 1662;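 active = mean replicate score, as percent of positive control median, at least 50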;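 note: strain carries kanamycin resistance gene driven by streptokinase promoter and grows in 40 µg/ml kanamycin; loss of luminescence reflects streptokinase promoter inhibition or plain growth inhibition; 0% = median of DMSO wells and 100% = positive control at its reference dose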
HIF act: HIF pathway transcriptional activation; U2OS HRE-luciferase reporter, luminescence; normalized: DMSO 0%, desferrioxamine 100%; activation, % at 7.5 µM (by protocol); 300,000 tested, 0.32% active; AID 1910;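 active = mean activation of at least 10% of the iron chelator positive control signal, with at least half of replicates also reaching 10%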
IEC-6 tox: IEC-6 cytotoxicity, counter-screen for KLF5 inhibitors | 290,000 tested, 0.78% active | inhibition, % at 5 µM | luminescence viability; in the data active = inhibition above about 22%;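 note: 0% = plate median of test compound wells and 100% = cytotoxic reference compound wells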
HSF1 activator: increases HSF-1 driven luciferase reporter signal. 300,000 tested, 1.7% active. AID 504408. NIH3T3-HGL HSF-1 luciferase reporter, MG132, 8 h; 100% = twice DMSO control signal. activation, % at 9 µM;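 active = mean replicate activation of at least 50% with a set share of replicates each reaching 50%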;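 note: 0% = median of the neutral control wells and 100% = twice that signal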
HSF1 inhib: HSF1 inhibition; activity change, negative = inhibition, % at 7.5 µM (by protocol); NIH3T3-HGL HSE-luciferase, MG132-induced, luminescence 8 h; hits give low values; 300,000 tested, 0.77% active;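 active = more than half of replicate wells show activity change below -50%, luminescence cut by over half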;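 note: luciferase reports HSF-1 transcriptional activity via heat shock element; 0% = median of DMSO wells and -100% = zero luminescence signal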
aSyn 5UTR inh: 5' untranslated region of α-synuclein, MLPCN primary screen; 300,000 tested, 0.82% active; alpha-synuclein 5'UTR reporter, inhibitor activity; AID 1813; inhibition, % (tested at 7.5 µM); in the data active = inhibition above about 60%;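 note: H4 neuroglioblastoma cells stably carrying SNCA 5'UTR luciferase fusion; 0% = DMSO wells and 100% = positive control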
HSP90 refold inh: blocks HSP90-mediated luciferase refolding in reticulocyte lysate; 290,000 tested, 0.91% active; Rabbit reticulocyte lysate, luciferase refolding luminescence, 3 h; inhibition, % at 5.6 µM; AID 1789;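 active = inhibition above the screen-wide mean plus 3 SD, computed separately per campaign, cut at about 16% in these data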;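 note: 0% = DMSO wells and 100% = 60 µM geldanamycin wells; inhibitors lower the luminescence because luciferase stays unfolded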
AI-2 QS modul: modulates the Vibrio harveyi AI-2 quorum sensing system. 300,000 tested, 0.4% active. Vibrio harveyi JMH597 AI-2 luminescence/OD600 ratio, 9 h; hits give low values; strain lacks LuxN and CqsS sensors; 0 = neutral-control median. AID 2094. activity change, % at 7.5 µM; in the data active = activity change below about -75%, passing the limit was not always enough;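 note: luminescence divided by OD600 gain over 9 h not by final OD600 alone; inactives centre near 13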
Platelet DG rel: platelet dense granule release activity; human platelet-rich plasma, SFLLRN dense granule ATP release, luminescence; 300,000 tested, 0.22% active; inhibition, %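 (compounds screened at 7.5 µM in platelet-rich plasma)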;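 active = mean replicate score, as percent of positive control, at or above 50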
Active calls of the source: *; . = not tested or not shown. The order is random. Share with any hit: about 6%.

Values run as follows: KLF5 inh | SKKanGAS inh | HIF act | IEC-6 tox | HSF1 activator | HSF1 inhib | aSyn 5UTR inh | HSP90 refold inh | AI-2 QS modul | Platelet DG rel
Cc1cccn2c(=O)c(C=O)c(Nc3ccccc3)nc12
    -80 | -1 | -0.4 | 7 | 21 | 2 | 20 | 0 | 9 | -1
CCn1c(SC/C=C/c2ccccc2)nnc1-c1cnccn1
    -37 | -3 | 0.5 | 2 | -13 | -3 | 14 | -1 | 2 | -1
Cc1cc(Cl)cc2c(N=Nc3ccccc3C(=O)O)c(O)[nH]c12
    -113 | 17 | 0.1 | 0 | -27 | -8 | -68 | 3 | 22 | 6
NS(=O)(=O)c1cccc(NC(=O)CSc2ncc(C(F)(F)F)cc2Cl)c1
    -31 | 5 | -0.1 | 1 | 22 | 4 | 3 | -6 | -15 | -7
CCc1ccc(NC(=S)N2CCCCCCC2)cc1
    -55 | -1 | 0.4 | 5 | 19 | 16 | -123 | 4 | 13 | 5
CCOc1cc(Br)c(Br)c(C=Nc2ccc(NC(C)=O)cc2)c1O
    -10 | -2 | 0.0 | -8 | 7 | -7 | 6 | 3 | 5 | -1
CCOC(=O)N1CCC(N2Cc3cccc(C(=O)Nc4ccc(OCC)cc4)c3C2=O)CC1
    -25 | 23 | 0.1 | -1 | -9 | -5 | -31 | -6 | 9 | -11
COc1cc(C(=O)NCCOc2ccccc2C)c(Br)c(OC)c1OC
    -4 | -1 | 0.1 | 7 | 13 | 11 | 6 | -3 | 12 | 5
CCCOc1ccc(N2CC(C(=O)Nc3ccccn3)CC2=O)cc1 (stereo not given)
    -4 | 0 | -12 | 7 | -9 | 5 | -3 | 1 | 19 | 0
O=C1N2CCSC2=NC1(Nc1ccccn1)C(F)(F)F (stereo not given)
    -21 | 6 | -0.9 | -2 | 7 | -3 | -15 | -2 | 11 | -8
O=C(Nc1ccccn1)c1ccc(Cl)c([N+](=O)[O-])c1
    -16 | -5 | -0.1 | -2 | 9 | 0 | -57 | 1 | 30 | -9
CCOC(=O)N1CCN(Cc2nc3cc(NC(=O)c4cccs4)ccc3n2CC)CC1
    -5 | 9 | 3.4 | 4 | 9 | 5 | -42 | -1 | 9 | -13
COCCNC(=O)c1onc(CSc2ccncc2)c1C(=O)NCCOC
    . | 3 | 0.7 | . | 8 | 1 | -1 | . | 13 | -2
CCOC(=O)C1CCN(C(=O)CCc2ccc(S(=O)(=O)NCC(C)C)cc2)CC1
    -20 | -9 | 2.6 | 2 | -4 | -6 | 2 | 5 | 3 | -36
CCNC(=O)NC(=O)C(C)OC(=O)c1ccc(SC)cc1OC (stereo not given)
    -1 | 0 | -7.9 | 4 | 9 | 3 | 0 | 0 | 2 | 2
COc1ccc(C2CC(c3ccc(Br)cc3)=NN2C(=S)Nc2ccccc2)cc1 (stereo not given)
    -34 | -6 | 0.8 | 4 | -6 | -4 | -78 | 6 | -11 | 1
CC1=C(C#N)C(NC(=O)c2ccc(C)cc2)(C(F)(F)F)C(=O)N1 (stereo not given)
    8 | -2 | -0.3 | 0 | -10 | -7 | 11 | -2 | 11 | 0
CCCC(=O)c1ccc(N2CCN(S(=O)(=O)c3ccccc3)CC2)c(F)c1
    -17 | -1 | -0.7 | 0 | -7 | -4 | 15 | 0 | 12 | 3
Cc1cccc2c1NC1(CCCC1)CC2C (stereo not given)
    -5 | 9 | 0.2 | -4 | 20 | 3 | -2 | 2 | 30 | 8
C=CCn1c(SCc2nc3sc(C(=O)O)c(C)c3c(=O)[nH]2)nnc1-c1ccc(F)cc1
    -49 | 1 | -0.3 | -6 | 15 | 6 | -2 | -4 | 18 | -2
c1ccc(CNc2ccccn2)cc1
    -5 | -2 | 0.4 | 5 | 9 | 1 | -14 | 8 | 22 | 4
Cc1cc(C)nc(S/C=C/C(=O)c2ccccc2)n1
    -24 | 0 | 1.4 | 32* | 111* | 93 | -47 | 34* | 4 | -26
CCOC(=O)c1cc(C(=O)OCC)c(=O)[nH]c1C
    -5 | -1 | 0.0 | 0 | 0 | -9 | -14 | -2 | 20 | 18
COc1ccc(CC(NC(C)=O)C(=O)NC2CCN(c3nnnn3-c3ccccc3)CC2)cc1OC (stereo not given)
    -20 | -2 | 1.3 | -7 | -22 | -7 | -3 | -5 | 11 | 6
COc1cc2cc(Oc3ccc4ccc(=O)oc4c3)c(=O)oc2cc1OC(C)=O
    -8 | 46 | -0.3 | -4 | 9 | 0 | 7 | -4 | 32 | 0
CN(C(=O)Cn1cnc([N+](=O)[O-])n1)C1CCCCC1
    -24 | 1 | 0.3 | 3 | 9 | 2 | 1 | 0 | 17 | -29
COc1ccc(-n2c(SCC(=O)Nc3cc(C)on3)nc3c(c2=O)SCC3)cc1
    -43 | 5 | 0.2 | -2 | -13 | -5 | 11 | 1 | 33 | -1
CCCOc1ccc(CC(=O)NCCc2ccccc2)cc1OC
    -4 | 1 | -0.3 | 4 | -7 | 8 | 19 | -2 | 1 | 4
Cc1ccc(N2C(=O)CS/C2=N\C(=S)Nc2ccccc2)cc1
    -8 | 8 | 0.7 | 11 | 24 | 18 | 1 | 1 | 8 | -1
O=C(COc1ccc2ccccc2c1)Nc1nnc(-c2ccco2)s1
    -13 | 0 | -0.1 | -5 | -3 | -13 | 8 | 1 | 32 | 0

Other structures follow.
Values run as follows: KLF5 inh | SKKanGAS inh | HIF act | IEC-6 tox | HSF1 activator | HSF1 inhib | aSyn 5UTR inh | HSP90 refold inh | AI-2 QS modul | Platelet DG rel
O=C(c1ccoc1)N1CCC2(CCCN(Cc3ccc(F)c(F)c3)C2)C1 (stereo not given)
    -5 | -14 | -0.5 | 7 | 21 | 16 | -44 | 0 | 3 | 12
CCN(CC)CCNC(=O)c1cccc(NC(=O)C(=O)c2ccccc2NC(C)=O)c1
    -12 | 1 | -0.1 | 4 | -7 | -2 | 16 | 0 | . | 5
CCOCCCn1c(=NC(=O)c2ccc(OC)c(OC)c2)c(C#N)cc2c(=O)n3cccc(C)c3nc21
    -4 | 5 | 0.4 | -5 | 3 | 0 | 24 | 0 | 8 | 2
O=C(NCCc1ccccc1F)C1CC(O)CN1C(=O)Nc1ccccc1 (stereo not given)
    -20 | -1 | -2.1 | 5 | 29 | 2 | 2 | 5 | 4 | 0
Cc1cc(C(=O)COC(=O)C2CC2)c(C)n1-c1ccc(F)cc1
    7 | 7 | -3.0 | 2 | -77 | -72* | -26 | 84* | 27 | 1
COc1ccc(NS(=O)(=O)c2ccc(N3CCOCC3)c(NC(=O)c3ccc(OC)cc3)c2)cc1
    -20 | 1 | 0.1 | 6 | 7 | 9 | 7 | -6 | 18 | 9
CCOc1ncccc1C(=O)OCC(=O)N(CC(C)C)C1CCS(=O)(=O)C1 (stereo not given)
    -7 | 5 | 0.4 | 2 | -8 | -7 | 8 | 2 | 0 | 10
Cc1cccn2c(=O)c(/C=C(\C#N)C(=O)NC3CCS(=O)(=O)C3)c(Oc3ccccc3Cl)nc12 (stereo not given)
    1 | 3 | 1.2 | 3 | 31 | 11 | -36 | 4 | . | -1
COC(=O)/C=C/c1cc(F)ccc1S(=O)(=O)NC(C)(C)C
    . | 1 | -0.1 | . | -6 | -1 | -43 | . | 18 | 10
Cn1c(CC(=O)Nc2ccccc2Cl)nnc1SCC(=O)Nc1nncs1
    -16 | -2 | 0.0 | -1 | -3 | -2 | -3 | -5 | 22 | 1
CCCCNC(=O)OCCNC(=O)Oc1cccc(C)c1
    -8 | -6 | -0.1 | -7 | 5 | 0 | 21 | 2 | 43 | -9
COc1cc(/C(C)=N/NC(=O)c2ccc(CSc3nncn3C)cc2)cc(OC)c1OC
    -6 | . | . | -4 | . | . | . | -2 | 17 | .
O=C(NCCc1csc(-c2ccccc2)n1)c1c(F)cccc1Cl
    -28 | -4 | 0.2 | 0 | 16 | 4 | -18 | -3 | 16 | 13
Cc1[nH]n(-c2ccccc2)c(=O)c1/C=N\NC(=O)C1COc2ccccc2O1 (stereo not given)
    -17 | 65* | 0.4 | 0 | 28 | 23 | -27 | 4 | 31 | -11
C=C(C)Cn1c(SCC(=O)N/N=C/c2c(O)ccc3ccccc23)nc2ccccc2c1=O
    -19 | 5 | 0.0 | -2 | -11 | -4 | -7 | -2 | 25 | -7
CCCCC(CC)C1OCC(CN2CCCC2)O1 (stereo not given)
    -10 | 1 | -0.2 | -4 | -5 | 2 | -16 | 4 | 21 | 1
CC(=O)N1CCN(S(=O)(=O)c2cccc(C(=O)OCC(=O)NC(=O)c3cccn3C)c2)CC1
    -4 | -2 | -1.5 | 2 | -4 | -2 | 20 | 5 | 10 | 11
C=CCn1c(Cc2csc(N)n2)nnc1SCC(=O)Nc1ccc(C(=O)OCC)cc1
    -21 | -5 | -0.4 | 6 | 0 | 6 | 5 | 2 | 3 | 4
Clc1cccc(Cl)c1-c1noc(CN2CCOCC2)n1
    -29 | 0 | 0.3 | -2 | -8 | 1 | -14 | 0 | 23 | 9
CCOc1ccc(S(=O)(=O)n2nc(C)cc2C)c2ccccc12
    3 | 0 | -0.5 | 0 | 16 | 5 | -8 | 0 | 15 | 8
Cn1nc(CSc2ccccc2)c(C=O)c1Cl
    -45 | 0 | 1.2 | -2 | 1 | 10 | -51 | 4 | 9 | 8
CC1CCC(NC(=O)c2ccc(-n3cncn3)c([N+](=O)[O-])c2)CC1 (stereo not given)
    . | -2 | 1.2 | . | 7 | 0 | -54 | . | 16 | -9
COC(=O)c1cc(NC(=O)c2ccccc2)c(=O)oc1/C=C/Nc1ccc(Oc2ccccc2)cc1
    -4 | 10 | -0.6 | -1 | -3 | -4 | 7 | 3 | 60 | 2
CCN(CC(=O)Nc1ccccc1OC)C(=O)CCc1ccccc1
    7 | -1 | -15 | -5 | 5 | -3 | -4 | -2 | 28 | -4
CC1(C)CC2CN(C(=O)Cc3ccccc3)C(C)(C2)C1 (stereo not given)
    -3 | -2 | -0.2 | 0 | 4 | -6 | 21 | 0 | 19 | 2
COc1ccc(S(=O)(=O)N/N=C(/C)c2ccc(C)o2)cc1
    . | -2 | -0.3 | . | -38 | -27 | -39 | . | 27 | -5
CCOC(=O)c1c(C)n(C)c2ccc(OC(C)C(=O)OC)cc12 (stereo not given)
    -1 | -3 | -1.2 | -2 | 11 | -3 | 1 | 0 | -1 | 1
O=C(Nc1ccc2nc(-c3ccco3)c(-c3ccco3)nc2c1)N1CCCCCC1
    -4 | -2 | -0.1 | -9 | -4 | -1 | -51 | 6 | 46 | 2
COc1ccc(NC(=S)/N=C(\N)Nc2nc(C)c3ccccc3n2)cc1
    -2 | -7 | 0.0 | 11 | -9 | -1 | 10 | -4 | 10 | 0
COc1cc(NC(=O)COc2ccccc2Cl)ccc1NC(=O)C(C)C
    1 | -5 | 1.7 | -2 | 7 | 6 | -22 | 1 | 11 | 3
O=C(c1ccccc1)N1CCN(CC(O)COc2cccc3ccccc23)CC1 (stereo not given)
    -30 | -8 | -1.2 | -3 | 13 | -1 | 23 | -3 | 14 | 2
